# S3 lipid droplet = qHTS Assay for Lipid Storage Modulators in Drosophila S3 Cells | AID 2685 | Potency in µM for hits, for the others lipid storage change, negative = inhibition, % at the top dose, mostly 46.1 µM | hit rate 0.64% among 320,000 | Drosophila S3 cells, BODIPY lipid droplet fluorescence, 18-24 h; cells fed with added oleic acid; active = well fitted inhibition curve with a large enough effect in the signal ratio, with a control signal flat, not every such curve was filed as active; inconclusive = small, poorly fitted or top-dose-only effect, or effect the other way, or a change in a side signal; the % refers to the signal ratio
#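 Drosophila S3 cells got compounds at several concentrations plus oleic acid (400 uM solution). Laser-scanning cytometry with 488 nm excitation read lipid droplets at 500-530 nm and cells at 575-640 nm. Percent activity was relative to 20 uM Triacsin C.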
# S3 lipid droplet cell count max = second read-out of S3 lipid droplet, no call of its own (marks repeat the call); cell number change, %; measured here: cell count max response;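 cells counted by Cell Tracker Red CMTPX staining in the red channel; peak over a dose series mostly up to 46.1 µM; percent activity relative to internal control wells on each plate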
# * hit, by the source's call; i = inactive; ? = inconclusive; . = not tested or not shown; [ ] = remark or other dose. % is set by controls: 0 for no effect and ±100 for the full control effect; potency is the fitted concentration of half-maximal effect. This is a subset; count on the stated rates, not on these rows.
No.	S3 lipid droplet	S3 lipid droplet cell count max	Compound
1	2.5%	.	CSCCNC(=O)Nc1c(-c2c(Cl)cccc2Cl)noc1C
2	?	.	CCOC(=O)c1cnn(-c2cc(C(C)(C)C)nc3c(-c4ccccc4)c(C)nn23)c1N
3	2.1%	-21.4	Cc1ccc(SCCC(=O)N2CCC(C)CC2)cc1
4	?	.	CC1CC(C)CN(C(=O)c2ccc(NS(=O)(=O)c3ccc4[nH]c(=O)[nH]c4c3)cc2)C1 (configuration not stated)
5	-3.0%	6.8	Cn1c(Cc2ccccc2)nnc1SCC(=O)NCCc1ccccc1
6	7.6%	14.7	COc1ccc(Br)cc1CNCCSc1nnnn1C
7	?	.	CCN(CC)CCCNC(=O)CC1Sc2ccccc2NC1=O (configuration not stated)
8	2.5%	11.5	C=CCc1c(N(CC)CC)nc(C)[nH]c1=O
9	5.8%	-14.2	N=c1c2c(n(Cc3ccccc3)c3c1CCC3)CCC2
10	?	.	COc1cccc(C2=CC(=O)C[C@H](c3ccc(F)cc3)C2)c1OC
11	6.4%	-3.1	COc1ccc(NC(C#N)c2ccccc2OCc2ccccc2)cc1 (configuration not stated)
12	?	.	CCOC(=O)c1c(CN(C)C)oc2cc(CN(C)C)c(O)c(CSc3ccccc3)c12
13	17.0%	6.0	CC(=O)c1cccc(CN2CCC(n3nccc3NC(=O)CCCc3ccccc3)CC2)c1
14	?	.	CC(C)C1C(C#N)=C(N)SC(N)=C1C#N
15	i	.	Cc1ccc(-c2nnc(SCC(=O)N3c4ccccc4NC(=O)C3(C)C)n2N)cc1
16	?	.	O=C(NCC1CCCO1)c1ccc(Br)c(S(=O)(=O)N2CCOCC2)c1 (configuration not stated)
17	25.2%	.	O=C(NCC(=O)N1CC=C(c2ccccc2)CC1)c1ccccc1Br
18	?	.	NC(=O)c1oc2ccccc2c1NC(=O)CCc1ccccc1
19	13.6%	0.3	Nc1ccc(-n2nncc2-c2ccccc2)cc1
20	-4.7%	.	COC(=O)c1c(-c2ccc(C)cc2)csc1NC(=S)NC(=O)c1ccc(F)cc1
21	?	.	Cc1ccccc1Nc1nc(N)nc(CSc2ccccc2)n1
22	?	.	CCN(CC)c1ccc(/C=N/N2CCOCC2)cc1
23	?	.	CCn1c(SCC(=O)N2CCc3ccccc32)nnc1-c1ccco1
24	3.5%	-8.5	Cc1ccc(S(=O)(=O)NCCC(=O)NNC(=O)COc2ccc(Br)cc2)cc1C
25	19.3%	11.7	CC(C)c1ccc(NC2CCCN(C(=O)c3ccnn3C)C2)cc1 (configuration not stated)
26	i	-21.8	COCCCNC(=S)Nc1ccccc1[N+](=O)[O-]
27	-6.3%	7.8	COc1ccc(OC(C)C(=O)NC(C)c2ccccc2)cc1 (configuration not stated)
28	?	.	CC(C)CC(C(=O)N1CCOCC1)N1Cc2ccccc2C1=O (configuration not stated)
29	-28.5%	-12.6	CN(C)c1cccc(C(=O)OCC(=O)Nc2ccccc2Sc2ccccc2)c1
30	?	.	O=C(COC(=O)c1ccc(O)cc1)Nc1cccc(S(=O)(=O)NC2=NCCC2)c1
31	?	.	O=C(Nc1ccc(NS(=O)(=O)c2ccccc2)cc1)c1ccc(Cl)cc1
32	?	.	O=c1cc(-c2ccccc2)oc2cc(OCc3ccccc3)cc(O)c12
33	-25.1%	-1.8	NC(=S)Nc1cccc(F)c1
34	?	.	CC(NC(=O)CCc1nnc(C2(c3ccc(Cl)cc3)CCC2)o1)C1CC1 (configuration not stated)
35	?	.	CSc1nc2ncc(C#N)cn2n1
36	i	.	COc1ccc(N(CC(=O)NCCSCc2ccco2)S(=O)(=O)c2ccccc2)cc1Cl
37	?	.	O=C(CNC(=O)c1ccco1)Nc1ccc(N2CCCCCC2)cc1
38	21.6%	17.6	CCOc1ccc(OCC(=O)Nc2ccccc2C(F)(F)F)cc1
39	-12.8%	-19.0	COc1ccc(/C=N/NC(=O)C(Cc2c[nH]c3ccccc23)NC(=O)OCC(C)C)cc1[N+](=O)[O-] (configuration not stated)
40	?	.	Cc1cccc(CCNC(=O)CNS(=O)(=O)c2ccc3nc(C)sc3c2)c1
41	?	.	CC1CCCN(C(=O)c2nn(C)c3c2CS(=O)(=O)c2ccccc2-3)C1 (configuration not stated)
42	?	.	COc1ccc(NC(=O)CN(C)CC(=O)Nc2sc3c(c2C#N)CCC3)cc1
43	2.7%	25.7	CNC(=O)c1[nH]cnc1C(=O)Nc1ccc(OC)cc1
44	?	.	CCCC[C@@H](CNC)NC[C@H](Cc1ccc(O)cc1)NCCc1ccc(OCC)cc1
45	-7.0%	-12.2	O=c1c(-c2ccc(O)cc2)coc2cc(O)cc(O)c12
46	14.5%	29.7	NC(=O)CC1C(=O)N(c2ccccc2)C(=S)N1NC(=O)c1ccc(Br)cc1 (configuration not stated)
47	0.7%	-18.7	Cc1cc(SCC(=O)NC(=O)NCc2ccco2)nc2ccccc12
48	-5.8%	23.2	O=c1oc2c(-c3ccc([N+](=O)[O-])cc3)cc(O)cc2s1
49	?	.	Oc1c(CN2CCCCC2)cc(Br)c2cccnc12
50	?	.	CCOc1ccc(C2CC(=O)c3c([nH]c(C(=O)OC)c3C)C2)cc1OC (configuration not stated)

# Part of the list above in order of SMILES length, low to high.
No.	S3 lipid droplet	S3 lipid droplet cell count max	Compound
43	2.7%	25.7	CNC(=O)c1[nH]cnc1C(=O)Nc1ccc(OC)cc1
45	-7.0%	-12.2	O=c1c(-c2ccc(O)cc2)coc2cc(O)cc(O)c12
46	14.5%	29.7	NC(=O)CC1C(=O)N(c2ccccc2)C(=S)N1NC(=O)c1ccc(Br)cc1 (configuration not stated)

# (continued)
No.	S3 lipid droplet	S3 lipid droplet cell count max	Compound
51	-8.8%	3.7	c1ccc2cc(OCCCn3ccnc3)ccc2c1
52	?	.	COC(=O)CN1C(=O)[C@H]2[C@@H](/C=C/c3ccccc3)N3C(=O)CN(Cc4ccccc4)C(=O)[C@@]3(C)[C@H]2C1=O
53	i	.	Cc1cc(C(F)F)n2ncc(C(=O)NC3CCCCCC3)c2n1
54	10.8%	-3.6	OC(c1nc2ccc(F)cc2[nH]1)C(O)c1nc2ccc(F)cc2[nH]1 (configuration not stated)
55	8.5%	2.7	O=S1(=O)N=C(N2CCN(Cc3ccccc3)CC2)c2ccccc21
56	i	-19.2	CCC/C(=C1/c2ccccc2C(=O)N1c1ccccc1)c1ccc2c(c1)OCCO2
57	?	.	COc1ccc(Nc2nc(N)nc(CN3CCC(Cc4ccccc4)CC3)n2)cc1
58	?	.	CCOC(=O)CSC1=C(C#N)C(=O)NC(c2ccc(OC)cc2)S1 (configuration not stated)
59	i	-8.4	COc1cccc(CNC(=O)c2nnn(CC(=O)Nc3ccc(Br)cc3)c2N)c1
60	?	.	Cc1ccc(C)c(C(=O)NC(C)CCc2ccccc2)c1 (configuration not stated)

# An excerpt from above in order of SMILES length, smallest number first:
No.	S3 lipid droplet	S3 lipid droplet cell count max	Compound
33	-25.1%	-1.8	NC(=S)Nc1cccc(F)c1
35	?	.	CSc1nc2ncc(C#N)cn2n1
51	-8.8%	3.7	c1ccc2cc(OCCCn3ccnc3)ccc2c1
49	?	.	Oc1c(CN2CCCCC2)cc(Br)c2cccnc12
60	?	.	Cc1ccc(C)c(C(=O)NC(C)CCc2ccccc2)c1 (configuration not stated)
43	2.7%	25.7	CNC(=O)c1[nH]cnc1C(=O)Nc1ccc(OC)cc1
45	-7.0%	-12.2	O=c1c(-c2ccc(O)cc2)coc2cc(O)cc(O)c12
28	?	.	CC(C)CC(C(=O)N1CCOCC1)N1Cc2ccccc2C1=O (configuration not stated)
53	i	.	Cc1cc(C(F)F)n2ncc(C(=O)NC3CCCCCC3)c2n1
37	?	.	O=C(CNC(=O)c1ccco1)Nc1ccc(N2CCCCCC2)cc1
55	8.5%	2.7	O=S1(=O)N=C(N2CCN(Cc3ccccc3)CC2)c2ccccc21
58	?	.	CCOC(=O)CSC1=C(C#N)C(=O)NC(c2ccc(OC)cc2)S1 (configuration not stated)
48	-5.8%	23.2	O=c1oc2c(-c3ccc([N+](=O)[O-])cc3)cc(O)cc2s1
29	-28.5%	-12.6	CN(C)c1cccc(C(=O)OCC(=O)Nc2ccccc2Sc2ccccc2)c1
54	10.8%	-3.6	OC(c1nc2ccc(F)cc2[nH]1)C(O)c1nc2ccc(F)cc2[nH]1 (configuration not stated)
42	?	.	COc1ccc(NC(=O)CN(C)CC(=O)Nc2sc3c(c2C#N)CCC3)cc1
59	i	-8.4	COc1cccc(CNC(=O)c2nnn(CC(=O)Nc3ccc(Br)cc3)c2N)c1
46	14.5%	29.7	NC(=O)CC1C(=O)N(c2ccccc2)C(=S)N1NC(=O)c1ccc(Br)cc1 (configuration not stated)
44	?	.	CCCC[C@@H](CNC)NC[C@H](Cc1ccc(O)cc1)NCCc1ccc(OCC)cc1
39	-12.8%	-19.0	COc1ccc(/C=N/NC(=O)C(Cc2c[nH]c3ccccc23)NC(=O)OCC(C)C)cc1[N+](=O)[O-] (configuration not stated)
52	?	.	COC(=O)CN1C(=O)[C@H]2[C@@H](/C=C/c3ccccc3)N3C(=O)CN(Cc4ccccc4)C(=O)[C@@]3(C)[C@H]2C1=O

# Further structures:
No.	S3 lipid droplet	S3 lipid droplet cell count max	Compound
61	22.9%	.	CN(C)S(=O)(=O)c1cccc(NC(=O)COc2cccc(C#N)c2)c1
62	?	.	COc1cc(NC(=O)Cn2cnc(S(=O)(=O)N3CCC(C)CC3)c2)cc(OC)c1OC
63	i	.	CCc1nn(C(C)C(=O)NCCN2CCN(c3cccc(C)c3C)CC2)c(=O)c2cc3occc3n12 (configuration not stated)
64	7.6%	17.9	CC1CCCC(C)N1C(=O)COC(=O)CSc1ccc(C(N)=O)cc1[N+](=O)[O-] (configuration not stated)
65	0.0%	9.1	O=C1Nc2ccccc2N(O)N1c1cc(-c2ccc(Cl)cc2)[nH]n1
66	?	.	CC(=O)N1N=C(c2cccc(Cl)c2)OC1c1cccc([N+](=O)[O-])c1 (configuration not stated)
67	?	.	O=C(CNC(=O)C1CCCCC1)Nc1ccc(Cl)cc1
68	i	.	COc1ccc(N2CCN(CCCNC(=O)Nc3ccccc3)CC2)cc1
69	-0.6%	-22.4	Cc1ccc(C2(C)NC(=O)N(CC(=O)Nc3nc(-c4ccccn4)cs3)C2=O)cc1 (configuration not stated)
70	-18.8%[0.0737 µM]	2.7	CC(=O)c1ccc(NC(=O)NC2CC(=O)N(c3ccc4c(c3)OCCO4)C2)cc1 (configuration not stated)
71	0.3%	-23.2	CCCCSc1nnc(-c2ccc(OC)cc2)n1C
72	?	.	N#Cc1ccccc1Sc1ccccc1C(=O)OCC(N)=O
73	16.1%	-14.9	CC1CN(S(=O)(=O)c2cccc(C(=O)NCc3ccc4c(c3)OCO4)c2)CC(C)O1 (configuration not stated)
74	24.0%	.	Cc1cccc(C)c1NC(=O)CNC(=O)c1c(C)nn(C)c1Cl
75	?	.	CCOC(=O)CCCCC(=O)c1[nH]c(=O)[nH]c1C[n+]1ccccc1
76	?	.	CN(O)/C=C/C(=O)c1ccc(Br)cc1
77	22.4%	-12.4	CC(C)CC(=O)N1CCN(Cc2ccc3ccccc3c2)CC1
78	11.2%	3.6	CCOC(=O)NC1(Nc2cccc(Cl)c2)Oc2ccccc2O1
79	?	.	Cc1ccc(CCC(=O)Nc2ccc(S(N)(=O)=O)cc2)o1
80	?	.	CC(C)NC(=O)CSc1nc(Cc2cccs2)nc2ccccc12
81	?	.	COc1cc(C(CC(=O)Nc2ncccc2C)N2Cc3ccccc3C2=O)cc(OC)c1OC (configuration not stated)
82	?	.	CCn1c2ccccc2c2cc(NC(=O)CSc3nnc(C4CC4)n3Cc3ccco3)ccc21
83	-15.9%	23.8	Cc1ccc([N+](=O)[O-])cc1NC(=O)c1ccc(CSc2ccccc2)cc1
84	?	.	COc1ccc(-c2nnc3ccc(SCC(=O)N4CCOCC4)nn23)cc1
85	7.8%	10.1	Nc1nonc1C(=O)NC(c1ccccc1)c1ccccc1
86	14.4%	0.7	COc1cc2cc(CN(CCCO)S(=O)(=O)c3ccccc3)c(=O)[nH]c2cc1OC
87	?	.	COCCn1c(SCc2cccc(F)c2)nc2cc(C(=O)OC)ccc2c1=O
88	-3.2%	8.1	NC1=NN=C(N2N=C(c3ccc(Br)cc3)CC2(O)C(F)(F)F)n2ncnc2C1 (configuration not stated)
89	?	.	COc1ccc(C(=O)CC2(C(=O)O)CCCCC2)cc1
90	-0.3%	22.8	COc1ccccc1/C=C/C(=O)NCC(=O)N/N=C/c1ccccc1[N+](=O)[O-]
91	?	.	O=C(Nc1ccncc1)C1COc2ccccc2O1 (configuration not stated)
92	?	.	O=C(CN(c1ccccc1)S(=O)(=O)c1ccc(Cl)cc1)Nc1ccccc1C(=O)N1CCCC1
93	?	.	CCn1c(SCC(=O)Nc2ccc(NC(C)=O)cc2)nc2c1c(=O)n(C)c(=O)n2C
94	16.2%[9.22 µM]	12.6	COc1ccc(S(=O)(=O)Cc2ccc(C(=O)N3CCN(c4ccc(Cl)cc4)CC3)o2)cc1
95	-4.9%	-6.0	Cc1ncoc1C(=O)Nc1ncc([N+](=O)[O-])s1
96	?	.	Cc1oc2c(cc(NS(=O)(=O)c3ccc(Cl)cc3)c3ccccc32)c1C(=O)O

# Screening results from PubChem.
